Assay outcomes: PubChem, several laboratories
VLA-4 inh: inhibition in human VLA-4 binding assay, primary screen, VLA-4 allosteric modulator project, MLPCN library, flow cytometry, VLA-4 expressing cells | Integrin alpha-4 (Homo sapiens), P13612 | inhibition, % (about 7 µM as worked out from the volumes in the protocol) | ligand binding flow cytometry | 0.2% of 330,000 active; in the data active = inhibition above about 50%
RPL19A-GFP yeast: RPL19A-GFP expression modulators in yeast, primary screen, cell-based, S. cerevisiae, multiplex flow cytometry, MLPCN; S. cerevisiae RPL19A-GFP strain, 3 h; stronger effect = lower value; percent response vs DMSO, % at 10 µM; 0.3% of 330,000 active; AID 2025, 2009;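 active = percent response vs DMSO below 50%; inconclusive = fewer than 70 events counted for the yeast strain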;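 note: median channel GFP fluorescence of the barcoded RPL19A-GFP strain; ratio of sample median GFP to plate DMSO average so 100% = DMSO; lower means less RPL19A-GFP as with rapamycin TOR inhibition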
JMJD2C inh: inhibitors of GASC-1 histone demethylase, primary screen, biochemical, fluorescence, DELFIA europium | Lysine-specific demethylase 4C (Homo sapiens), Q9H3R0 | GST-JMJD2C(1-420) H3K9me3 demethylation | inhibition, % at 2.35 µM | 0.069% of 330,000 active;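 active = more than half of a compound's replicate wells show inhibition beyond 50%, single wells judged on their own value; inconclusive = some, but no more than half, of replicates pass 50% inhibition; inactive = no replicate passes 50% inhibition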;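 note: signal counts dimethyl H3K9 product captured on neutravidin plate; 0% = median of DMSO wells and 100% = 0.3 times that DMSO median; strong numbers were not always called active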
Target sequence (Q9H3R0 1-420 limits assumed): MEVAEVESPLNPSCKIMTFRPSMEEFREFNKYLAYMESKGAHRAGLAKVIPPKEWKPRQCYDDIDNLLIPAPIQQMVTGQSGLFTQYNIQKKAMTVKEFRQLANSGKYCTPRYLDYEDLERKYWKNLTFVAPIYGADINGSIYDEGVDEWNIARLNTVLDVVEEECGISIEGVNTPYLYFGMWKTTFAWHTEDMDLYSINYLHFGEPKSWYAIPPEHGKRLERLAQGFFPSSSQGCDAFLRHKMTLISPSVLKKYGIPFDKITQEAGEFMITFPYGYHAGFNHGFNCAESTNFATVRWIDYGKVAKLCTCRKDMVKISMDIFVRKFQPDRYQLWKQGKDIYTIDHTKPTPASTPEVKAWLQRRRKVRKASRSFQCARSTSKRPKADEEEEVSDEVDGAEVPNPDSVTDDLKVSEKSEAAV
LAP4-GFP MLPCN: modulators of LAP4-GFP expression in yeast, primary screen, S. cerevisiae, multiplex flow cytometry, MLPCN library. 3 h; median GFP as percent of DMSO wells. GFP response vs DMSO, % at 10 µM. 0.34% of 320,000 active. AID 2023, 2009;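 active = GFP response vs DMSO above a set limit, about the screen mean plus 3 SD, cut at about 150% in these data; inconclusive = under 70 cell events counted for the yeast strain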
MEP2-GFP yeast: modulators of MEP2-GFP levels in yeast, primary screen, S. cerevisiae, multiplex flow cytometry, MLPCN library; S. cerevisiae MEP2-GFP strain, 3 h; 100% = DMSO control level; 0.51% of 330,000 active; GFP response vs DMSO, % at 10 µM;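 active = GFP response versus DMSO above a set limit, roughly screen mean plus 3 SD, cut at about 180% in these data; inconclusive = fewer than 70 cells counted for a yeast strain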;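 note: median GFP fluorescence of the barcode-gated MEP2-GFP cells per well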
CIT2 TOR yeast: modulators of CIT2-GFP expression in yeast, primary screen, S. cerevisiae, GFP fusion, multiplex flow cytometry, MLPCN library | S. cerevisiae CIT2-GFP strain, 3 h; 100 means same as DMSO wells | GFP response vs DMSO, % at 10 µM | 0.065% of 320,000 active | AID 2029, 2009;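 active = GFP response relative to DMSO above a set limit, near the screen mean plus 3 SD, cut at about 150% in these data; inconclusive = Fewer than 70 cells measured for a yeast strain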;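 note: ratio of well median GFP fluorescence to mean of DMSO wells on the plate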
AGP1-GFP MLPCN: modulators of AGP1-GFP expression in yeast TOR pathway, primary screen, cell-based, multiplex flow cytometry, S. cerevisiae, MLPCN library; 3 h; GFP as percent of DMSO wells; AID 2066, 2009; GFP response vs DMSO, % at 10 µM; 0.02% of 320,000 active;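 active = GFP response relative to DMSO above a set limit, near screen average plus 3 SD, cut at about 150% in these data; inconclusive = fewer than 70 cells counted for the yeast strain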;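 note: median GFP channel fluorescence of the gated AGP1 strain per well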
GRK2 inh: compounds blocking aptamer binding on GRK2 – biochemical, human GRK2, bead flow cytometry, HTS, primary screen. inhibition of aptamer binding, % at 10 µM. FAM-aptamer displacement from GRK2. 0.59% of 330,000 active. AID 488847, 2010;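 active = inhibition of aptamer binding above 40%, roughly 3 SD of noise, on plates passing a quality check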;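 note: median bead fluorescence of bound FAM aptamer so fluorescent compounds give negative values; no value below 0 was filed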
Target sequence (P25098 whole entry, looked up): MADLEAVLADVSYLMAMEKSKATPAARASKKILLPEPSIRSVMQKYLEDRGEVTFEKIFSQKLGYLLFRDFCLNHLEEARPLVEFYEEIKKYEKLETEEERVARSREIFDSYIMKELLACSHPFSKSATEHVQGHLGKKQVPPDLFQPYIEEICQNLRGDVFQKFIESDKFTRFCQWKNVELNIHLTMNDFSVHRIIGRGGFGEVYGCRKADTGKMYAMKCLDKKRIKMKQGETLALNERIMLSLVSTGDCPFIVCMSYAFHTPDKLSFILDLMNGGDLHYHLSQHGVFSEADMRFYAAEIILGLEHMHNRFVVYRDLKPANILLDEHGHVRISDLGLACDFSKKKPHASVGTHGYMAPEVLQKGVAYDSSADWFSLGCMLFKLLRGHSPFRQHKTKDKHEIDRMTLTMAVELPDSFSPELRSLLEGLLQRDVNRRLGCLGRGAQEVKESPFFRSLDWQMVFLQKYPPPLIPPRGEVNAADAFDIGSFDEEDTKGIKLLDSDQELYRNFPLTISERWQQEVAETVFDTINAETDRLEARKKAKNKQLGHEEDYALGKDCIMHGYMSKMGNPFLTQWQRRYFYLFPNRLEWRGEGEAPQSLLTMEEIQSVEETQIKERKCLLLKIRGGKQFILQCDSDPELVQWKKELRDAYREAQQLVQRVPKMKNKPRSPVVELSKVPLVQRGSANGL
* = called active by the depositor; u = inconclusive; x = not tested or not shown.

SMILES	VLA-4 inh	RPL19A-GFP yeast	JMJD2C inh	LAP4-GFP MLPCN	MEP2-GFP yeast	CIT2 TOR yeast	AGP1-GFP MLPCN	GRK2 inh
Cc1ccc(S(=O)(=O)N(C(=O)c2ccncc2)c2ccc3oc4c(c3c2)CCCC4)cc1[N+](=O)[O-]	-11.8	99.9	-1.9	98.2	103.2	97.0	97.7	5.0
CN1C(=O)N(CC(=O)N2CCN(c3ccccc3F)CC2)C(=O)C12CCCCC2	9.3	103.3	-4.1	101.5	103.7	102.6	104.0	0.0
CC(C)OC(=O)c1cccc(-c2ccc(C=O)o2)c1	-14.2	105.5	1.8	99.7	95.4	93.1	96.0	4.0
COC(=O)c1c(C)[nH]c(C)c1-c1ccccc1Cl	4.2	98.3	13.4	99.1	100.5	97.1	103.0	2.0
CC1(C)CC(=O)c2c(O)cc(OCC(=O)N3CCN(c4ccccc4)CC3)cc2O1	-13.8	97.6	6.5	103.9	92.2	96.2	100.6	2.0
CCOc1ccc(/C=C/C(=O)c2c(O)cc(C)oc2=O)cc1	5.6	100.6	-28.7	100.9	102.8	99.0	95.9	3.0
O=C1CC(NCC2CCCO2)C(=O)N1c1ccc(F)cc1 (stereo not drawn)	-7.0	104.5	0.6	91.8	103.7	95.1	102.2	3.0
COc1cccc(C(=O)OC(C)C(=O)NCC2CCCCC2)c1 (stereo not drawn)	11.3	94.3	-7.1	96.9	95.5	95.2	99.2	3.0
COc1ccc2oc(C(=O)OCC(=O)N3CCCCC3C)c(C)c2c1 (stereo not drawn)	0.9	98.7	3.0	105.4	108.0	101.0	103.8	0.0
CCC(C)NC(=O)c1cc(Cl)ccc1OC (stereo not drawn)	20.6	100.6	-0.4	96.9	99.6	93.8	94.8	3.0
COc1ccc(-c2cc(C(=O)O)sc2C)cc1	8.9	102.5	4.2	100.2	104.3	96.2	88.7	1.0
CCc1ccccc1NC(=O)CSc1nnc(-c2ccco2)n1N	-2.8	98.5	2.3	96.3	111.5	109.5	108.1	0.0

Quoted at random: 4 compounds from above.
SMILES	VLA-4 inh	RPL19A-GFP yeast	JMJD2C inh	LAP4-GFP MLPCN	MEP2-GFP yeast	CIT2 TOR yeast	AGP1-GFP MLPCN	GRK2 inh
Cc1ccc(S(=O)(=O)N(C(=O)c2ccncc2)c2ccc3oc4c(c3c2)CCCC4)cc1[N+](=O)[O-]	-11.8	99.9	-1.9	98.2	103.2	97.0	97.7	5.0
CCC(C)NC(=O)c1cc(Cl)ccc1OC (stereo not drawn)	20.6	100.6	-0.4	96.9	99.6	93.8	94.8	3.0
CCOc1ccc(/C=C/C(=O)c2c(O)cc(C)oc2=O)cc1	5.6	100.6	-28.7	100.9	102.8	99.0	95.9	3.0
COc1ccc2oc(C(=O)OCC(=O)N3CCCCC3C)c(C)c2c1 (stereo not drawn)	0.9	98.7	3.0	105.4	108.0	101.0	103.8	0.0

Other entries.
SMILES	VLA-4 inh	RPL19A-GFP yeast	JMJD2C inh	LAP4-GFP MLPCN	MEP2-GFP yeast	CIT2 TOR yeast	AGP1-GFP MLPCN	GRK2 inh
COc1ccccc1/C=C(\C#N)C(=O)Nc1ccc(S(N)(=O)=O)cc1	6.7	101.8	-4.6	117.2	100.1	92.5	105.2	3.0
CSCc1ccc(C(=O)N2CCC(N3CCC(C(=O)NC(C)C)CC3)CC2)o1	-5.1	99.4	2.7	103.7	104.7	101.0	104.1	0.0
S=C(Nc1ccc(Cl)c(Cl)c1)NC1CCN(Cc2ccccc2)CC1	3.0	99.1	-12.2	96.0	103.3	95.8	92.5	0.0
COc1cc(C(=O)NNC(=S)NCc2ccco2)cc(OC)c1OC	10.0	96.6	4.1	115.4	89.2	94.7	99.4	0.0
Cn1cnnc1SC1CCCCC1NS(=O)(=O)c1ccc(Cl)cc1 (stereo not drawn)	-2.5	100.9	-0.4	101.9	105.3	102.4	101.3	4.0
CCO[C@@H]1OC(C(=O)NCc2ccccc2)=C[C@H](C(C)(C)C)[C@H]1CCCO	14.9	99.3	-6.8	122.3	104.1	93.9	86.4	0.0
O=C(Nc1cc(C(F)(F)F)ccc1N1CCCC1)C1=COCCO1	2.7	101.3	1.8	110.0	109.0	99.5	101.8	0.0
Cc1ccccc1C(=O)N1CCN(CCNC(=O)C(=O)Nc2ccc(Br)cc2)CC1	12.1	97.1	-13.1	87.4	95.9	94.8	91.9	1.0
O=C(Nc1ccccc1N1CCOCC1)c1ccc(N2CCOCC2)c([N+](=O)[O-])c1	-6.5	97.6	-1.0	102.6	100.6	102.0	102.1	0.0
COC(=O)c1ccc(CN2CCN(CCCc3ccccc3)C(CCO)C2)cc1 (stereo not drawn)	4.3	99.2	-2.7	95.4	93.1	100.8	106.1	1.0
Cc1cccc(N2C(=O)CSC23CCCCC3)c1	-9.0	98.2	1.8	99.2	99.2	101.8	103.0	1.0
O=C(N=Nc1c(O)n(Cc2ccccc2)c2ccccc12)c1ccc(O)cc1	-10.9	97.1	3.4	99.4	104.8	92.2	98.1	2.0
C=CCN1C(=O)NC(c2ccc(OC)cc2)(C(F)(F)F)S/C1=C(\C#N)c1nnc(N2CCOCC2)n1-c1ccccc1 (stereo not drawn)	-19.5	107.0	-13.9	93.5	105.2	101.6	101.7	0.0
Cc1cc(C)cc(C(=O)N(Cc2ccco2)c2c(N)n(Cc3ccccc3)c(=O)[nH]c2=O)c1	0.1	95.7	2.0	102.7	99.8	92.0	97.6	0.0
CCn1nc(C)c(CNC(=O)Nc2ccccc2C(=O)OC)c1C	4.8	95.5	-0.3	92.5	92.4	97.6	100.3	0.0
NC(=O)c1cc(Br)cc(C2CCCCC2)c1O	0.0	92.4	-1.0	x	102.1	89.1	102.8	4.0
O=C(CS(=O)(=O)c1ccccc1)Nc1ccccn1	7.6	100.4	9.3	113.7	97.4	86.8	96.8	0.0
Cc1c(CCC(=O)NCC(=O)O)c(=O)oc2cc3occ(-c4ccccc4)c3cc12	2.8	107.7	3.5	97.7	106.1	99.1	94.1	0.0
Cc1ccc(-c2cc(-c3ccccc3[N+](=O)[O-])[nH]n2)c(O)c1	0.9	105.6	-11.1	131.7	110.7	93.6	103.0	3.0
CCCCNc1c(-c2ccc(SC3CCCCC3)c(OC)c2)nc2ccc(Cl)cn12	1.6	103.0	2.3	114.1	96.1	81.0	90.0	0.0
COc1ccc(NC(=O)CSc2nc3c([nH]c4ccccc43)c(=O)n2C)c(OC)c1	4.5	106.5	-1.4	103.9	107.7	104.5	111.8	97.0*
CN(C)/C=N/c1sc2c(c1C(N)=O)CCCC2	2.9	103.0	9.2	104.9	107.8	93.5	107.6	2.0
COc1ccc(-c2csc(C3=C(O)CN(CCCN4CCCC4=O)C3=N)n2)cc1OC	-1.5	96.5	-1.6	94.2	100.2	96.8	101.7	0.0
O=C(NCc1ccccn1)C1CCN(S(=O)(=O)c2ccccc2F)CC1	7.3	97.7	0.9	99.8	100.6	97.4	99.1	0.0
O=C(NCCc1ccccc1)[C@@H]1CC=C[C@@H]2CCN(C3CCCCC3)C(=O)[C@@H]21	27.1	99.3	6.5	96.9	101.4	96.6	99.3	0.0
CCOC(=O)c1cc(CC)sc1NC(=O)c1cc([N+](=O)[O-])ccc1N1CCOCC1	17.5	95.2	-12.8	99.4	97.7	99.6	97.4	0.0
N#CC(C#N)=CC1=C2OC(c3ccccc3)=CC(c3ccccc3)=C2CCC1	-2.5	101.5	14.5	98.6	103.8	104.6	109.4	3.0
Cn1c(Cn2c(=O)sc3ccccc32)nnc1SCC(=O)Nc1cccc(F)c1	13.7	99.5	4.0	102.9	110.5	96.6	102.7	1.0
O=C(O)c1cc(-c2ccc(Cl)cc2)n[nH]1	-0.2	90.2	-4.4	87.7	91.8	84.8	87.3	1.0
Brc1ccc(-c2nnc3c4ccccc4nc(N4CCOCC4)n23)cc1	-7.2	91.7	7.5	82.5	86.9	82.0	83.1	1.0
O=C(CSc1nc(-c2ccccc2)cc(C(F)(F)F)n1)N1CCOCC1	1.3	94.7	0.4	92.0	99.4	90.8	95.0	1.0
COc1ccc(Cn2c(=S)[nH]c3ccccc3c2=O)cc1	5.4	102.4	-6.8	98.3	100.8	99.5	94.2	1.0
Cc1cc(SCC(=O)c2ccc3c(c2)OCO3)nc2ccccc12	-12.4	98.2	8.2	111.3	99.5	96.2	99.6	0.0
COCCNC(=O)CSCc1c(F)cccc1Cl	2.7	100.8	-1.9	98.7	103.0	94.6	100.3	32.0
COc1ccccc1-c1cc(C(=O)NCCCn2ccnc2)no1	12.8	96.6	0.0	95.7	98.5	97.5	97.7	0.0
Cc1ccc(S(=O)(=O)n2nc(C)c(S(=O)(=O)N3CCCCC3)c2C)cc1	7.5	101.3	-4.6	110.4	109.1	107.0	104.0	0.0
Oc1ccc(COCc2ccccc2)c2cccnc12	4.7	96.5	u	160.3*	95.7	99.0	101.6	3.0
Cc1ccc(C(=O)Nc2cccc3ccccc23)cc1	0.6	97.2	-1.2	96.9	89.2	84.2	85.8	3.0
COc1ccc(CSc2nnc(CNS(C)(=O)=O)o2)cc1	0.5	98.3	-20.9	107.3	104.8	100.7	102.6	2.0
COc1ccc(NC(=S)N(Cc2ccc(C(=O)O)cc2)Cc2ccc(OC)c(OC)c2)cc1	1.7	98.5	-5.4	90.9	108.0	97.0	95.8	3.0
CN(CC#CCC(c1ccccc1)c1ccccc1)C(C)(C)C	33.1	100.0	-1.5	106.2	108.0	102.0	103.5	0.0
COc1cccc(OC)c1C(=O)Oc1ccc2c(c1)O/C(=C\c1ccncc1)C2=O	17.4	99.0	28.8	108.3	96.1	84.6	97.2	4.0
Cc1cccc(NC(=O)c2ccc(N(C)C3CCCCC3)c([N+](=O)[O-])c2)n1	1.0	103.8	-4.6	109.0	103.7	109.9	105.0	1.0
Cc1cccc(C)c1OCc1cc(C(=O)NC2CCC(O)CC2)no1 (stereo not drawn)	17.4	102.7	20.3	124.6	108.8	103.8	105.6	0.0
O=C(Nc1nc(=S)ss1)c1ccc(Cl)cc1Cl	-414.1	101.0	4.4	112.9	102.0	87.5	x	5.0
COc1cc(C(=O)NCC2CCCO2)cc(OC)c1OC (stereo not drawn)	-3.6	98.5	u	100.3	100.4	100.1	102.5	0.0
Cc1ccc2[nH]c(C)c(CC(=O)O)c2c1	24.9	96.6	-6.3	104.3	102.5	92.2	97.1	0.0
CCC(Sc1nc2c(c(=O)n1CC)SC(C)C2)C(=O)OC (stereo not drawn)	0.0	99.3	-7.1	105.2	103.6	93.7	101.2	0.0
Cc1ccccc1C(=O)N/N=C1/SCC(=O)N1Cc1ccc2c(c1)OCO2	-2.1	104.3	1.2	111.7	111.4	99.6	97.4	0.0
COc1cc(OC)cc(C(=O)N[C@H](C(=O)Nc2c(C)n(C)n(-c3ccccc3)c2=O)C(C)C)c1	6.3	94.8	-5.5	89.6	90.7	89.4	90.1	0.0
COc1ccc(C)cc1S(=O)(=O)N(C)CC(=O)N1CCN(c2ccccc2)CC1	10.9	98.1	-13.8	111.0	100.1	96.9	102.1	5.0
O=C(O)c1ccc(C(=O)Nc2ccc(F)cc2)cc1	45.2	103.3	4.2	98.7	101.4	101.9	106.0	1.0

Random draw from the library; overall some 1.7% were active at least once.
